HSF1 inhib = HSF1 inhibition; NIH3T3-HGL HSE-luciferase, MG132-induced, luminescence 8 h; hits give low values; activity change, negative = inhibition, % at 7.5 µM (by protocol); 0.77% of 300,000 active;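 active = more than half of replicate wells show activity change below -50%, luminescence cut by over half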;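 note: luciferase reports HSF-1 transcriptional activity via heat shock element; 0% = median of DMSO wells and -100% = zero luminescence signal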
KLF5 inh = inhibitors of KLF5 expression | DLD-1 KLF5 promoter-luciferase reporter, luminescence | inhibition, % at 5 µM | AID 1700 | 0.23% of 290,000 active;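 active = inhibition above a per-plate limit of that plate's mean compound inhibition plus 3 SD, cut at about 60% in these data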;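 note: 0% = DMSO wells and 100% = LY294002 at 200 µM; higher means less KLF5 promoter-driven luciferase light; inactives centre near -14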
DYRK1A inh = blocks rat Dyrk1A kinase activity | 0.43% of 310,000 active | inhibition, % at 12.5 µM | ADP-Glo luminescence, NFATc1 peptide; in the data active = inhibition above about 50%;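 note: plate controls were vehicle with enzyme for no effect and no enzyme for full effect; many of its hits are not listed in these tables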
aSyn 5UTR inh = 5' untranslated region of α-synuclein, MLPCN primary screen | alpha-synuclein 5'UTR reporter, inhibitor activity | inhibition, % (tested at 7.5 µM) | 0.82% of 300,000 active; in the data active = inhibition above about 60%;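 note: H4 neuroglioblastoma cells stably carrying SNCA 5'UTR luciferase fusion; 0% = DMSO wells and 100% = positive control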
GSK3beta inhib = blocks human GSK3beta kinase activity. P49841. GST-GSK3beta kinase, ADP-Glo luminescence, 60 min; hits give low values. activity score (negative = inhibition), % at 10 µM. 0.038% of 300,000 active. AID 2097;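 active = more than half of replicate wells score below -50%, meaning over 50% inhibition versus plate controls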;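 note: 0% = median DMSO wells and -100% = median GW8510 positive control wells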
Target sequence (P49841 whole entry, looked up): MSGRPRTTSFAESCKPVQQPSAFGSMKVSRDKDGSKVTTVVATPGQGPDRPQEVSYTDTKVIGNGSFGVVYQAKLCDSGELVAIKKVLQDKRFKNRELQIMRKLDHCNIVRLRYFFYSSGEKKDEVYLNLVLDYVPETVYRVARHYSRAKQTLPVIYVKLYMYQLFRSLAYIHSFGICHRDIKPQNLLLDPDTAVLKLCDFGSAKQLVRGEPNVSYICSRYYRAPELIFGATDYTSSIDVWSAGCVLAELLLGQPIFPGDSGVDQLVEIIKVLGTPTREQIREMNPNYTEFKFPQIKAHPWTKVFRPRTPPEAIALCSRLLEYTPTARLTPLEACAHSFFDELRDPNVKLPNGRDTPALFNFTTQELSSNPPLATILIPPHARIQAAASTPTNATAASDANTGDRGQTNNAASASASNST
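Assay system: GST-tagged human GSK3beta kinase, cell-free; Input: 1.6 ng GSK3beta; Medium: Tris/MgCl2 kinase buffer; Timing: 60 min enzyme reaction, room temperature; Signal: ADP-Glo luminescence quantifying ADP generated by kinase; Evaluation: score relative to plate controls; Benchmarks: DMSO neutral wells and GW8510 at 20 µM as positive.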
HSF1 activator = increases HSF-1 driven luciferase reporter signal; activation, % at 9 µM; 1.7% of 300,000 active; NIH3T3-HGL HSF-1 luciferase reporter, MG132, 8 h; 100% = twice DMSO control signal;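 active = mean replicate activation of at least 50% with a set share of replicates each reaching 50%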;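 note: 0% = median of the neutral control wells and 100% = twice that signal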
GSK3A inh = inhibitors of human GSK-3 alpha kinase | P49840 | ADP-Glo luminescence, 60 min | inhibition, % at 10 µM | 0.1% of 320,000 active | AID 2650;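 in the data active = inhibition above about 50%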;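 note: GST-tagged GSK-3 alpha with peptide substrate and 25 µM ATP; 0% = DMSO neutral wells and 100% = GW8510 positive control wells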
Target sequence (P49840 whole entry, looked up): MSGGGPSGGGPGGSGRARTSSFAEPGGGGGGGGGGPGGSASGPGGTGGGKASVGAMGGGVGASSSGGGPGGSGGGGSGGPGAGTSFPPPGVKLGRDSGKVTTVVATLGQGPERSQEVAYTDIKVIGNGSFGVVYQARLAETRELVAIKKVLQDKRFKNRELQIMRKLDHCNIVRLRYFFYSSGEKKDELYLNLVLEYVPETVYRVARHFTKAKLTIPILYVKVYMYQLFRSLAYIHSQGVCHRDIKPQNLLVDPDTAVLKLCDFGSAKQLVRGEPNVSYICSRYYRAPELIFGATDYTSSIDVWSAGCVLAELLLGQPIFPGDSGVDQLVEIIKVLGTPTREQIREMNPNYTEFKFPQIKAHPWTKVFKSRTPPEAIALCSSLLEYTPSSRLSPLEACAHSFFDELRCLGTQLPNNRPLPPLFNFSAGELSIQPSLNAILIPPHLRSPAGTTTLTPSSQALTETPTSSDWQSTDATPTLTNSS
IEC-6 cytotox = IEC-6 cytotoxicity, counter-screen for KLF5 inhibitors. luminescence viability. inhibition, % at 5 µM. 0.78% of 290,000 active; in the data active = inhibition above about 22%;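 note: 0% = plate median of test compound wells and 100% = cytotoxic reference compound wells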
HSP90 inh = HSP90 refolding inhibition in rabbit reticulocyte lysate | inhibition, % at 5.6 µM | luciferase refolding luminescence, 3 h | 0.91% of 290,000 active;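 active = inhibition above the screen-wide mean plus 3 SD, computed separately per campaign, cut at about 16% in these data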;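 note: 0% = DMSO wells and 100% = 60 µM geldanamycin wells; inhibitors lower the luminescence because luciferase stays unfolded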
Platelet DG rel = modulates dense granule release in human platelets; human platelet-rich plasma, SFLLRN dense granule ATP release, luminescence; inhibition, %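 (compounds screened at 7.5 µM in platelet-rich plasma)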; 0.22% of 300,000 active;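 active = mean replicate score, as percent of positive control, at or above 50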
* hit, by the source's call; x = not tested or not shown. The list is partial. The share of hits here may be higher or lower than overall.

no.	canonical_smiles	HSF1 inhib	KLF5 inh	DYRK1A inh	aSyn 5UTR inh	GSK3beta inhib	HSF1 activator	GSK3A inh	IEC-6 cytotox	HSP90 inh	Platelet DG rel
1	CCOc1ccc(/C(O)=C2/C(=O)C(=O)N(c3ccccn3)C2c2ccc(C)cc2)c(C)c1 (stereo not drawn)	7	-17	-1	7	2	14	-2	-4	-2	3
2	C=CCn1c(Cc2cccs2)nnc1SCC(=O)Nc1cc(OC)cc(OC)c1	-4	-6	1	9	-4	12	-1	2	1	-6
3	Cc1ccc(S(=O)(=O)N/N=C/c2cc(Br)c(C)o2)cc1	1	-31	5	-61	-2	5	-9	-1	1	9
4	CC(/C=N/n1c(-c2ccc(Cl)cc2)n[nH]c1=S)=C\c1ccco1	9	-36	-3	-17	0	31	-2	-1	2	2
5	COc1ccc(CNC(=O)C2CCN(S(C)(=O)=O)CC2)c(OC)c1	2	-12	x	-5	-1	14	0	2	-1	1
6	Cc1cccc(OCCOc2ccc(/C=N/NC(=O)Cc3nnc(N)s3)cc2)c1	-1	-31	-7	-12	-5	18	3	-4	-2	2
7	Cc1cc(Br)ccc1OCCCCNC(C)(C)C	-22	-13	-2	-8	-3	-14	2	3	0	1
8	CCN(CC)S(=O)(=O)c1ccc(NC(=O)COC(=O)c2ccc(-n3nc(C)cc3C)cc2)cc1	x	0	-4	x	x	x	-1	-3	3	x
9	CC(NS(=O)(=O)c1ccc(OCC(=O)N2CCOCC2)c(Cl)c1)c1ccccc1 (stereo not drawn)	x	-37	-25	x	1	x	1	5	1	x
10	CCOc1cc(NC(=S)NCC2CCCO2)c(OCC)cc1NC(=O)c1ccc(OC)cc1 (stereo not drawn)	0	14	-6	1	3	4	-3	-4	-3	8
11	Cc1cc(C)c(S(=O)(=O)C(C)C)c(=O)[nH]1	-1	-5	-4	20	-1	-6	1	-4	1	-2
12	COC(=O)Cn1cccc1C(=O)c1ccccc1	x	-10	0	x	-3	x	1	-7	1	0
13	COc1cccc(/C=N/Nc2ncccc2[N+](=O)[O-])c1OC	-7	81*	4	92*	-21	-10	2	12	67*	82*
14	O=C(COc1ccc(-n2cnnn2)cc1)NC(=O)NCc1ccccc1	2	8	-1	21	2	-14	0	5	-3	0
15	CCOC(=O)C1CCN(c2ccc([N+](=O)[O-])c(C(C)=O)c2)CC1	1	-22	-5	6	2	-12	0	-1	-1	2
16	COc1ccccc1-c1nnc(SCC(=O)NCc2cccs2)n1N	-4	-12	-6	5	1	10	0	1	2	-7
17	Cc1ccc(-c2nc(CS(=O)(=O)CC(=O)NCCCN(Cc3ccccc3)C(C)C)c(C)o2)cc1	12	-15	x	26	3	19	1	6	1	-21
18	CCC(/C=N/Nc1ccc(S(=O)(=O)N2CCCC2)cc1[N+](=O)[O-])CC	-6	-39	10	22	10	-3	-1	0	0	4
19	c1ccc(C2=NNC(c3ccccn3)=NN2)nc1	8	-114	5	-118	-4	29	1	6	8	34
20	O=C(N/N=C/c1ccc([N+](=O)[O-])cc1)c1cc(C2CC2)[nH]n1	9	-45	3	16	0	14	-1	0	1	1
21	COc1ccc(C(=O)N/N=C(\C)Cn2nc([N+](=O)[O-])cc2C)cc1	0	-30	5	10	6	-7	-1	-7	-2	-26
22	CC1=NN(C(N)=S)C(=O)C1N=Nc1cccc(Cl)c1C (stereo not drawn)	12	-90	4	-184	0	15	1	7	4	-6
23	Cc1ccc(C(C(=O)NC2CCCCC2)N2CCCC2)cc1 (stereo not drawn)	-4	-3	-5	0	-2	4	-2	6	0	-1
24	CC(=O)Cc1nsc(NC(=O)c2ccc(-c3cc(Cl)ccc3Cl)o2)n1	-9	-16	14	-7	4	7	-5	2	-2	1
25	O=C(Cn1c(-c2ccccn2)nc2ccccc21)NCCN1CCOCC1	x	-33	-4	x	-2	x	-1	-8	-3	-4
26	CC(=O)NC(CC(=O)c1ccc([N+](=O)[O-])cc1)C(Cl)(Cl)Cl (stereo not drawn)	13	-30	-1	2	3	12	0	-4	-3	5
27	COc1cc(C(=O)OCC(=O)NCC2CCCCC2)ccc1OCC(C)C	-3	x	-6	-6	0	-2	0	x	x	7
28	Cc1ccc(-n2c(SCC3CNC(=O)O3)nnc2-c2ccccc2)cc1C (stereo not drawn)	2	-15	x	-8	0	2	-2	-1	0	3
29	CCOc1ccc(CCN2C(=O)c3ccc(C(=O)O)cc3C2=O)cc1OCC	-2	-19	22	13	-3	-9	4	0	2	4
30	Cc1ccc(S(=O)(=O)N2CCC(C(=O)NCCN3CCOCC3)CC2)cc1C	2	-7	-9	5	2	-4	-4	-2	-1	3

Additional entries follow:
no.	canonical_smiles	HSF1 inhib	KLF5 inh	DYRK1A inh	aSyn 5UTR inh	GSK3beta inhib	HSF1 activator	GSK3A inh	IEC-6 cytotox	HSP90 inh	Platelet DG rel
31	CC(C)SC1=NC(C)(C)C=C(/C=C/c2c(Cl)cccc2Cl)N1	28	-10	-6	-16	1	32	-2	2	0	4
32	CCc1ccc(N2CC(C(=O)N3CCN(c4ccccn4)CC3)CC2=O)cc1 (stereo not drawn)	-6	x	-1	27	-1	0	-1	x	x	-14
33	O=C1CCN(C(=S)NCCc2ccccc2)CC1	-2	-21	x	-38	0	11	-7	-4	2	-3
34	Cc1ccc(NCC(=O)N/N=C/c2ccncc2)cc1	-3	1	-1	-17	1	0	-1	-3	0	0
35	O=C(Nc1ccccc1N1CCOCC1)c1csc2c1CCCC2	-7	20	-3	-5	-4	7	x	-3	1	1
36	O=C(CC1SCCNC1=O)Nc1ccc(Cl)c(Cl)c1 (stereo not drawn)	3	-21	-4	-78	0	9	0	1	-1	2
37	Cc1[nH]n(-c2ccccc2)c(=O)c1N=O	7	-11	-5	-23	-1	5	0	0	5	-1
38	Cc1nn(C(=O)c2ccco2)c(C)c1Br	2	-13	-2	5	1	-4	-2	1	0	37
39	NC(=O)CC(CC(=O)OCc1ccccc1)c1ccccc1 (stereo not drawn)	-5	-58	6	-2	2	-1	-2	4	-2	-7
40	CCN(CCCNC(=O)COc1cc(=O)n(C)c2ccccc12)c1cccc(C)c1	131	-10	-6	-2	2	162*	-2	1	4	4
41	COc1ccc(C(=O)Nc2nnc(Cc3ccc(OC)c(OC)c3)s2)c(OC)c1	4	-28	-2	-82	-5	2	-1	-4	6	11
42	CS(=O)(=O)Nc1ccc(C(=O)Nc2ccc(S(=O)(=O)N3CCCC3)cc2)cc1	1	7	1	-4	0	6	1	0	4	7
43	CS(=O)(=O)N1CCN(c2ccccc2NC(=O)c2ccc(-c3ccc(Br)cc3)o2)CC1	6	-43	7	11	1	39	0	-5	2	0
44	CCOC(=O)C1CCN(C(=O)c2ccc(OCC(=O)Nc3cccc(C(F)(F)F)c3)cc2)CC1	-14	-13	9	8	0	-27	-1	-7	-4	1
45	O=C(CCCN1C(=O)c2ccccc2C1=O)Nc1ccc(S(=O)(=O)N2CCOCC2)cc1	-1	-6	-4	-4	7	-16	-1	-5	-1	3
46	Cc1ccc(-c2nn(-c3cccc(F)c3)cc2CN(Cc2nccn2C)C(C)C)o1	12	-13	-5	-28	-2	14	0	2	2	0
47	O=C(NNS(=O)(=O)c1cc(Cl)c(Cl)cc1Cl)c1cccnc1	-5	-10	0	14	-1	-3	-3	2	-3	-22
48	CC(=O)C1=C(O)C(=O)N(c2ccc(Br)cn2)C1c1ccccc1[N+](=O)[O-] (stereo not drawn)	-10	-34	-2	-13	3	-6	1	-5	-2	-1
49	CC(=O)Nc1ccc(-c2nnc(SCC(=O)NCc3ccco3)n2C)cc1	2	-9	0	-9	3	7	0	-1	1	-4
50	COc1ccc(C(=O)NC(=S)Nc2ccccc2[N+](=O)[O-])cc1OC	4	-40	-3	-45	-1	13	3	3	-4	5
51	CCCOC(=O)Cn1cnc2scc(-c3ccc(C)cc3)c2c1=O	-2	-43	4	4	1	10	-1	-8	-7	1
52	Cc1ccc(CN2CCN(C/C=C/c3ccc(F)cc3)CC2CCO)o1 (stereo not drawn)	-3	-23	1	8	-5	-3	-2	1	0	-3
53	COc1ccc(-n2c(SCC(=O)Nc3ccc(Br)cc3)nc(O)cc2=O)cc1	1	-19	x	-119	-1	4	-2	-5	-1	2
54	COc1ccc(C(=O)NCC(=O)OCC(=O)c2ccc3c(c2)NC(=O)CO3)cc1OC	-9	-25	4	-10	2	7	-1	5	-4	-5
55	Cc1ccc(-c2csc3nc(C)n(-n4cccc4)c(=O)c23)o1	6	1	3	-14	0	-4	1	0	4	-7
56	Cc1cccc(N(CC(=O)NCCC2=CCCCC2)S(C)(=O)=O)c1C	x	9	-1	x	x	x	-1	-4	-2	x
57	Cc1cccc(NC(=O)Nc2ccc(OCc3ccccc3)cc2)n1	1	-72	4	-22	-2	-2	-2	-2	-4	1
58	COc1ccc(CNc2nc3ccccc3n2Cc2ccc(C)cc2)cc1OC	1	-48	-1	19	1	9	-1	5	-5	-10
59	O=c1oc(-c2cccs2)nc2sc3c(c12)CCCC3	36	-7	-12	-40	0	63*	-4	-1	0	-8
60	O=C(NNc1c(F)c(F)cc(F)c1F)c1cc2ccccc2oc1=O	18	-69	x	-122	0	34	0	2	3	4
61	Cc1cc(NS(=O)(=O)Cc2ccccc2)no1	-12	-6	-1	-2	-4	9	-1	0	1	-1
62	COc1ccc(-c2nc3nc(C)c(Cc4ccccc4)c(=O)n3[nH]2)cc1	4	-20	2	-30	5	-3	-1	0	2	-1
